# mouse EphA4 binding: inhibitors of EphA4 binding to KYL peptide, primary screen, biochemical, colorimetric, mouse EphA4 (AID 689); Ephrin type-A receptor 4 (Mus musculus); EphA4-AP binding to KYL peptide, pNPP A405; higher % means a stronger effect; inhibition, % at 10 µM; hits with a dose series show IC50 in µM; 62,000 tested, 0.1% active; in the data active means a potency from the dose series; inactive means the rest, 99 in 100 with inhibition below about 22%
# The depositor's hits bear a star; & = joins results of further samples. Only part of the results is shown. The share of hits here may be higher or lower than overall.
SMILES,mouse EphA4 binding
NC1=NS(=O)(=O)NC1c1cccc(Cl)c1 (centres undefined),1%
COc1ccc(C2C3=C(Nc4ncnn42)c2ccccc2CC3)cc1OC (centres undefined),-19%
O=C(CN1CCc2ccccc2C1)c1cccs1,8%
COc1ccc(/C=C2\SC(=O)N(c3ccccc3OC)C2=O)cc1,-8%
N#Cc1cc2c(nc1SCc1nc3ccccc3[nH]1)CCC2,3%
O=S(=O)(c1ccc(Br)c2ccccc12)N1CCOCC1,14%
CC1CN(S(=O)(=O)c2ccc(C(=O)Nc3nnc(-c4ccc5c(c4)CCCC5)o3)cc2)CC(C)O1 (centres undefined),2%
CCNC(=O)CCC(=O)Nc1cc(Cl)ccc1C,-10%&-11%
C=CCNC(=O)c1onc(CSc2ccc(C(C)C)cc2)c1C(=O)O,-14%
Cc1ccc(C(=O)C2=C(O)C(=O)N(CCN3CCOCC3)C2c2ccccn2)o1 (centres undefined),-8%
CC(C)(CNC(=O)c1cccs1)CNC(=O)c1cccs1,-10%
CC(C)C(=O)N(Cc1cc2ccccc2[nH]c1=O)C(C)C,-9%
Cc1ccc(NC(=O)CSc2nnc(C3CCCCC3)n2N)cc1F,0%
COc1ccc(C(=O)NC(C)(C)C)cc1S(=O)(=O)N1CCCC1,-7%
COc1ccc(CN2CC(C(=O)NCCCN3CCOCC3)CC2=O)cc1 (centres undefined),-12%
COc1ccc(-c2c(C)nn(Cc3ccccc3)c2N)cc1,-6%
COc1cc(C=O)ccc1OCCCOc1ccccc1C(=O)O,-14%
CC(C)NC(=O)CN(C(=O)CCC(=O)Nc1ccccn1)c1ccc(F)c(Cl)c1,-2%
O=C(Nc1nccs1)c1ccc2c(c1)OCO2,-16%
Fc1ccc(Br)cc1/C=N/n1cnnc1,-8%
NS(=O)(=O)c1ccc(CNC(=O)c2ccccc2Cl)cc1,-4%
O=C(Nc1ccccc1)OCCNC(=O)c1cccc(Cl)c1,-5%
Cc1cc(OCCCCn2ccnc2)cc(C)c1Cl,0%
CCOC(=O)c1ccc(NC(=O)CN(c2cccc([N+](=O)[O-])c2)S(=O)(=O)c2ccccc2)cc1,-5%
CCN1C(=O)/C(=C\c2ccc(-c3ccc(C)c(Cl)c3)o2)SC1=S,6%
CCCCCC12CCC(O)(CC1)C/C2=N/NS(=O)(=O)c1ccc(C)cc1,-10%
COCCCn1c(Cc2csc(Nc3cccc(Cl)c3)n2)nnc1SCC(=O)OC1CCCCC1,18%
COc1ccc(CC(=O)NC2C3CC4CC(C3)CC2C4)cc1OC (centres undefined),-3%
CCOC(=O)c1[nH]c2ccc(OC)cc2c1NC(C)=O,4%
Cc1occc1-c1nnc(SCC(=O)c2ccc(Cl)cc2)n1CC1CCCO1 (centres undefined),4%
CCc1ccc(OCC(=O)NC(=S)Nc2ccc(C)cc2C)c(Br)c1,1%
Cc1ccc(C)n1-c1ccc(-c2nnco2)cc1,6%
CCOc1ccc(-n2cnnn2)cc1S(=O)(=O)NC1CC1,3%
c1ccc(CCn2nnnc2C(c2cccnc2)N2CCN(c3nc4ccccc4s3)CC2)cc1 (centres undefined),-9%
CC(C)NC(=O)CN(c1cccc(Br)c1)S(C)(=O)=O,-8%
Cc1nc2sc(C(c3ccco3)N3CC(C)OC(C)C3)c(O)n2n1 (centres undefined),10%
COCCNC(=O)c1cc2c(=O)n3cccc(C)c3nc2n(Cc2ccncc2)c1=N,-4%
Cc1ccc(S(=O)(=O)/N=S(/C)c2ccccc2)cc1 (centres undefined),-9%
Cc1ccc(NC(=O)N2CCC(NC(=O)C(C)(C)C)CC2)cc1,5%
NC(=O)C1CCN(C(=O)Cn2cccc2C(=O)c2ccccc2)CC1,-7%
CNC(=O)CSc1nnc(-c2ccco2)n1-c1ccccc1OC,4%
COc1ccc(NC(=O)N[C@@H](CCSC)C(=O)O)cc1Cl,-16%
CNC(=O)c1csc(-c2ccc(C)cc2)n1,-6%
COCCNC(=O)Cn1cnc2sc(C)c(S(=O)(=O)N3CCC(C)CC3)c2c1=O,-6%
Cc1cc(C)c2c(CN3CCN(C/C=C/c4ccccc4)CC3)cc(=O)oc2c1,4%
OC1CC(c2ccccc2)NC(c2ccco2)C1 (centres undefined),3%
COc1ccc(C(=O)NCCc2nnc(SCC(=O)Nc3ccc(Br)cc3)n2C)cc1,-8%
O=C(Nc1ccc(O)cc1)c1ccc2c(c1)C(=O)N(c1ccc([N+](=O)[O-])cc1)C2=O,14%
Cc1cc(C)n(C(=O)CNC(=O)c2ccc(Cl)cc2)n1,12%
CC1=CC(C)(C)Nc2cc(C)c(C)cc21,-10%
# Next part
SMILES,mouse EphA4 binding
CCCCC(=O)Nc1nc(C)c(-c2csc(Nc3cc(Cl)ccc3OC)n2)s1,18%
CCC(=O)N(CCC(c1ccco1)c1ccccc1OC)Cc1cccs1 (centres undefined),26%
COc1ccc(OC)c(/C=C2\C(=O)NN(c3ccc(Cl)c(Cl)c3)C2=O)c1,3%
O=C(OCn1ncc(Cl)c(Cl)c1=O)c1ccccc1Cl,-14%
O=C(NC(NC(=S)Nc1ccccc1)C(Cl)(Cl)Cl)c1cccc(Cl)c1 (centres undefined),-3%
CCNC(=O)C(=O)Nc1ccc(OC)cc1,-8%
CCCC(=O)Nc1nn(CCC)c2nc3ccccc3cc12,5%
COCCN(CC(=O)Nc1ccccc1)S(=O)(=O)c1ccc(S(=O)(=O)N2CCCC2)cc1,1%
O=c1c2c3nc4ccccc4nc3n(-c3ccc4c(c3)OCCO4)c2ncn1C1CCCC1,-27%
COc1cccc(CN2CCN(Cc3cc(OC)c(OC)cc3[N+](=O)[O-])CC2)c1,-12%
Cc1nc(N2CCc3ccccc3C2)[nH]c(=O)c1CCC(C)C,2%
CC(C(=O)OCc1nnc(-c2ccccc2)o1)N1C(=O)c2ccccc2C1=O (centres undefined),2%
Cc1cccc(N(CC(=O)NC2CCCC2)C(=O)c2cc3cc4cccc(C)c4nc3s2)c1C,-4%
CC(=O)Nc1c(NC(C)C)c2ccccc2oc1=O,-1%
COC(=O)Nc1nnc(Cc2ccc(OC)cc2)s1,-31%
CN(CCCNC(=O)CN1C(=O)CC(C)(C)S(=O)(=O)c2ccccc21)C1CCCCC1,4%
CN1CCC(=NNC(=O)C(=O)NC2CCCC2)CC1,-3%
COc1ccc(OCC(=O)Nc2ccccc2C(=O)N2CCCC2)cc1,-2%
O=C1CC(c2ccccc2)N1c1ccccc1 (centres undefined),-10%
C=CCOC(=O)Nc1snnc1C,-3%
COc1ccc(C(=O)CN2C(=O)NC(C)(c3ccccc3)C2=O)cc1OC (centres undefined),-19%
Nn1c(SCC(=O)Nc2ccc(F)cc2F)nnc1-c1cccnc1,-17%
O=C(NC1CCCC1)C1CCCN1S(=O)(=O)c1cccc2cccnc12 (centres undefined),-14%
OC1(Cc2ccn[nH]2)CCCCC1,-27%
COc1cccc(OC)c1C(=O)Nc1cc(C)on1,-3%
COc1ccc(NS(=O)(=O)c2cccc(-c3nnc4n3CCCCC4)c2)cc1,-8%
CCOc1cc(N2CCOCC2)c(OCC)cc1NC(=O)CCC1CCCC1,-2%
c1ccc(-c2nnc3ccc(N4CCC5(CC4)OCCO5)nn23)cc1,-12%
O=C(c1ccco1)N1CCN(C(=O)C2CCN(S(=O)(=O)c3cccs3)CC2)CC1,1%
CC(=O)N1CN(S(=O)(=O)c2ccc(C)cc2)CC1C (centres undefined),-17%
Cc1cc(NC(=O)Cn2c(C)nc3ccccc3c2=O)ccc1Br,7%
CC(C1CC1)N(Cc1ccccc1)C(=O)c1ccc(F)cc1 (centres undefined),-1%
CCOC(=O)c1ccc(NC(=O)CSc2nc(C)cc(=O)[nH]2)cc1,34%
O=C(Nc1ccc(Br)cc1)c1ccc(S(=O)(=O)N2CCCC2)cc1,2%
CCOC(=O)C1Cc2cc3c(cc2C1=O)CC(C(=O)OCC)C3=O (centres undefined),-25%
CCOC(=O)c1ccc(NC2c3ncccc3C(=O)N2Cc2ccc(F)cc2)cc1 (centres undefined),-9%
Cc1ccc(SC(CC(=O)c2ccc(C)cc2)C(=O)O)cc1 (centres undefined),-1%
O=C(O)COc1ccc2c(c1)OCCO2,-5%
CCOc1ccc(OCC)c(NC(=O)C2C3C=CC(O3)C2C(=O)NCc2ccco2)c1 (centres undefined),-2%
CCC(C)NC(=O)C(NS(=O)(=O)c1ccc2c(c1)c(=O)n(C)c(=O)n2C)c1ccccc1 (centres undefined),-25%
CCOC(=O)c1nnn(-c2nonc2N)c1-c1ccccc1,-6%
CN(C)CCNc1oc(COc2ccc(Cl)cc2Cl)nc1C#N,-10%
COc1ccc(OC)c(NS(=O)(=O)c2ccc3c(c2)CCC(=O)N3)c1,-10%
CCc1ccc(-c2cc(C(F)(F)F)n3nc(C(=O)Nc4cnn(Cc5ccccc5C)c4)cc3n2)s1,-14%
CCCOc1ccc(C(CC(=O)O)NS(=O)(=O)c2ccc(NC(C)=O)cc2)cc1 (centres undefined),-6%
O=C(/C=C/c1ccccc1)NCCSc1ccc(Cl)cc1,-6%
CC(=O)Nc1cc(-c2nc3ccccc3s2)ccc1Cl,2%
COc1ccccc1NC(=O)c1ccc(S(=O)(=O)N2CCOCC2)cc1,-15%
CC(C)n1c(SCC(=O)c2ccc3c(c2)OCCO3)nc2c1c(=O)n(C)c(=O)n2C,-8%
COc1cc(/C=N/N2C(=O)CSC2=S)cc(Cl)c1OCCOc1ccc(Br)cc1,5%
# (cont.)
SMILES,mouse EphA4 binding
CCOc1ccc(CC(C(N)=O)C(N)=O)cc1CN(C)C,-8%
Cc1cccc(NC(=O)C2(C)CC3c4ccccc4C2c2ccccc23)c1 (centres undefined),-8%
Cc1cc(N2CCOCC2)c2c(c1)c1ccccc1n2C,-6%
CCOc1ccc(N(CC(=O)Nc2ccccc2)S(C)(=O)=O)cc1,-12%
COc1ccc(-c2cn3c(C)c(C(=O)Nc4cccc(NC(C)=O)c4)sc3n2)cc1,-7%
COc1ccc(S(=O)(=O)N2CCc3ccccc3C2)cc1OC,-11%
O=C1c2ccsc2SCCN1Cc1ccc(Cl)cc1,-2%
CCOC(=O)Nc1ccc(=O)n(Cc2c(Cl)cccc2Cl)c1,-9%
O=C(Nc1ccc(Cl)c(Cl)c1)c1cc([N+](=O)[O-])ccc1N1CCCCC1,3%
CCOC(=O)CSCc1c(C#N)c2ccccc2n1C,-4%
CCn1c(COc2cccc(OC)c2)nnc1SCC(=O)Nc1cc(OC)ccc1OC,-9%
Cc1ccc(C2C(C(=O)c3sc(C)nc3C)=C(O)C(=O)N2CCN2CCOCC2)o1 (centres undefined),-13%
Cc1ccc(NC(=S)NNC(=O)Cn2nc([N+](=O)[O-])cc2C)cc1,15%
COc1nc(-c2ccc(C)cc2)ccc1-c1noc(-c2ccco2)n1,4%
CCOC(=O)c1[nH]nc(C(=O)c2ccc(Br)cc2)c1O,-4%
CC(C)(CO)N=Cc1c(O)[nH]c2ccccc12,-7%
CC(=O)N(Cc1ccco1)C1(C(=O)NC2CCCC2)CCCCC1,-6%
Cc1ccc(-c2cc(C(=O)n3cnc4ccccc43)c3ccccc3n2)cc1C,-7%
Clc1ccc(OCCn2ccnc2)c(Br)c1,-10%
O=C(CSc1nc2ccccc2[nH]1)Nc1ccc(F)cc1,-8%
Fc1ccccc1CSc1nc2ncc(Br)cc2[nH]1,-12%
CC(C)(C)n1ncc2c(=O)n(CC(=O)N3CCc4ccccc43)cnc21,-1%
Cc1[nH]c2ccc(-c3nnc(SCC(=O)N4CCCc5ccccc54)o3)cc2c1C,-3%
CC(=O)OC(C(=O)NCc1ccc2c(c1)OCO2)c1ccccc1Cl (centres undefined),4%
CCOC(=O)c1c(N)sc(=S)c2c1CCC2,6%
Cc1ccccc1N1C(=O)c2cccc3c(N(C)CCO)ccc(c23)C1=O,6%
COCCn1c(CN2CCN(c3ccc(OC)cc3)CC2)nc2c1c(=O)n(C)c(=O)n2C,-8%
N#CC1=C(N)OC2=C(C(=O)CCC2)C12CCN(C(=O)OCc1ccccc1)CC2,-10%
CC(=O)N1CCN(C2=Nc3cccc4cccc2c34)CC1,-20%
Cc1cccc(NC(=O)c2ccc3ccccc3n2)c1C,-5%
O=C(NCc1ccccn1)c1c(O)c2c([nH]c1=O)CCCC2,-2%
COc1cccc(C2C(C(=O)c3cccs3)=C(O)C(=O)N2CCCn2ccnc2)c1OC (centres undefined),3%
CC1CN(Cc2ccc(Cl)cc2Cl)CC(C)O1 (centres undefined),-26%
CC(C)Nc1nc(Cl)nc(NNC(=O)C(C)Oc2ccccc2)n1 (centres undefined),-6%
CSc1ccc(-c2nnn(Cc3ccc(C)cc3)n2)cc1,-6%
Cc1ccc(NC(=O)c2cc(C)on2)cc1,-5%
CCS(=O)(=O)NCC(c1cccnc1)N1CCN(c2ccc(F)cc2)CC1 (centres undefined),4%
